CSN inh = CSN deneddylation inhibition. 360,000 tested, 0.38% active. Q92905. AID 651999. inhibition, % at 12.5 µM. Purified CSN, SCF-Nedd8-OG deneddylation, fluorescence polarization;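 active = pattern-corrected inhibition above about 35%, with an unprinted fluorescence ratio check between 0.5 and 1.5, limit read from the data, passing the limit was not always enough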;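 note: 0% = enzyme with substrate and 100% = substrate without enzyme; some results filed as inactive read as strong as hits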
Target sequence (Q92905 whole entry, looked up, one chain of several): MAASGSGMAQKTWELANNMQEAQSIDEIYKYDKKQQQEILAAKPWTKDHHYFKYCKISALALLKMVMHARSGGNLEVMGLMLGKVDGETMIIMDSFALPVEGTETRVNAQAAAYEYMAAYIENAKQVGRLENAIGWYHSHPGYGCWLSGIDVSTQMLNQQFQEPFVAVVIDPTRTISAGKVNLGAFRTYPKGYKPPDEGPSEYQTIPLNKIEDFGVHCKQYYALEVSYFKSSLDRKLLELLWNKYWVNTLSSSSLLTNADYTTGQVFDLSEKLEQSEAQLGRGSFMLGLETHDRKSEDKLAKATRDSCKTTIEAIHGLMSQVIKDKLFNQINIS
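Schedule: reaction 90 min, room temperature / Assay system: HEK293T-derived human Csn5 enzyme / Input: Csn5 at 0.24 nM final / Measure: inhibition of Csn5 cleavage, % / Control set: substrate-only high control, full reaction low control / Technique: fluorescence polarization of the substrate / Buffer or medium: Tris/NaCl/DTT buffer, pH 7.5 / Reagent: SCFSkp2-Nedd8OG substrate at 10 nM final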
Rpn11 block = Rpn11 (human) deubiquitinase inhibition; calls only at 20 µM; 360,000 tested, 0.59% active; human 26S proteasome, Ub4-pepOG fluorescence polarization; 20S core pre-blocked with epoxomicin; AID 588493; O00487;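 active = inhibition at 20 µM, scaled to each plate's controls, above about 33%, limit read from the data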
Target sequence (O00487 whole entry, looked up): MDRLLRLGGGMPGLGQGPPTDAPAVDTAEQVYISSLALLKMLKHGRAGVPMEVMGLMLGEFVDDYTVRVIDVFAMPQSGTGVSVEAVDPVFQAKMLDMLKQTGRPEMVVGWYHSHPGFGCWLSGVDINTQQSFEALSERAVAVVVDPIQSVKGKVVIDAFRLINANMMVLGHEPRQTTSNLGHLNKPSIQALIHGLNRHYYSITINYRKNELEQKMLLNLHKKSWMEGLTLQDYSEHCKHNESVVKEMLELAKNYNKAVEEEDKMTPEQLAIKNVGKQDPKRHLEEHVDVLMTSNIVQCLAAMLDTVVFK
MsrA inh = inhibits bovine methionine sulfoxide reductase A | purified bovine MsrA, absorbance read-out | inhibition, % at 15.5 µM | 360,000 tested, 0.75% active; in the data active = inhibition above about 4.5%;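 note: 0% = vehicle wells with enzyme and 100% = reference inhibitor wells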
MT1-MMP act inh = blocks activation of human MT1-MMP; AID 651647; HT1080 RFP-PRO-GFP cells, GFP/RFP ratio fluorescence, overnight; percent of plate control window, DMSO zero; GFP/RFP ratio change, % at 20 µM; 360,000 tested, 0.061% active; P50281;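 active = GFP/RFP ratio change of at least 30% with cell ATP level not reduced by more than half and red fluorescence within 50% of control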; note: strong numbers were not always called active
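Assay system: HT1080 RFP-PRO-GFP cells. Benchmarks: DMSO vehicle wells and RFP-L50D-GFP reporter cell wells. Times: overnight cell settling, then overnight compound exposure, 37 °C, 5% CO2. Compound: 20 µM single dose, 1% DMSO. Read-out basis: GFP/RFP fluorescence ratio.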
FAS-TE inh = inhibitors of human fatty acid synthase thioesterase domain; P49327; recombinant FAS-TE, OMFH fluorogenic substrate, fluorescence endpoint; inhibition, % at 15 µM; 360,000 tested, 0.67% active; AID 602261;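 active = compounds whose normalised, plate-corrected inhibition of enzyme fluorescence in the single-dose primary screen is 50% or more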;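 note: 0% = DMSO with enzyme and 100% = substrate without enzyme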
E coli Lon inh = E. coli protease La inhibition; P0A9M0; purified E. coli Lon protease, fluorescence polarization; inhibition, % at 7.94 µM; 360,000 tested, 0.42% active; in the data active = inhibition above about 13%, passing the limit was not always enough;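 note: 0% = enzyme with probe and DMSO and 100% = no enzyme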
bovine MsrA act = activators of bovine methionine sulfoxide reductase A; purified bovine MsrA, absorbance read-out; activation, % at 10.6 µM; 360,000 tested, 0.3% active; in the data active = activation above about 7.5%;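 note: 0% = vehicle and 100% = reference activator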
Rin1-Abl PPI inh = blocks binding of human Rin1 to Abl; TR-FRET Rin1/Abl binding, biochemical; inhibition, % at 7.35 µM; 360,000 tested, 0.4% active; in the data active = inhibition above about 5%, passing the limit was not always enough
PABP1 MLLE inh = blocks PAM2 peptide binding to the PABP1 MLLE domain; inhibition, % at 20 µM; GST-MLLE / FITC-PAM2 fluorescence polarization; 360,000 tested, 0.36% active; in the data active = inhibition above about 35%, passing the limit was not always enough;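 note: plate controls were DMSO wells with GST-MLLE for no effect and wells lacking GST-MLLE protein for full effect; some results filed as inactive read as strong as hits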
An asterisk follows results filed as active; i = inactive; x = no result given.

SMILES	CSN inh	Rpn11 block	MsrA inh	MT1-MMP act inh	FAS-TE inh	E coli Lon inh	bovine MsrA act	Rin1-Abl PPI inh	PABP1 MLLE inh
CCOC(=O)C1CCCN(S(=O)(=O)NC[C@H]2O[C@@H](n3cnc4c(N)ncnc43)[C@H](O)[C@@H]2O)C1 (some centres not stated)	-4	i	-1.2	1	-8	5	0	-2	-6
O=C(CN1C(=O)/C(=C\c2cccc(Br)c2)Oc2ccccc21)NCCCN1CCOCC1	-4	i	0.4	3	4	-1	-2	-6	6
O=C(Nc1ccc2c(c1)oc1ccccc12)c1ccc2c(c1)OCO2	1	i	0.7	4	-2	-12	0	4	3
Cc1ccc(CN2CCN(Cc3ccon3)CC2CCO)cc1 (configuration not stated)	-15	i	0.5	2	-5	7	-3	2	0
CCCOc1ccc(C2/C(=C(/O)c3ccccc3)C(=O)C(=O)N2CCCN(C)C)cc1OC (configuration not stated)	1	i	1.5	0	-9	1	0	0	4
O=C(c1cnn2c(C(F)(F)F)cc(-c3ccccc3)nc12)N1CCCCC1c1cccnc1 (configuration not stated)	-4	i	1.6	0	14	-2	-4	0	-3
NS(=O)(=O)c1ccc2nc(NC(=O)c3ccc4ncsc4c3)sc2c1	0	i	x	-3	-6	4	-4	-5	6
CCOC(=O)N1CCC(NC(=O)c2ccc3c(c2)N(Cc2ccc(F)cc2)CCS3)CC1	-6	i	2.1	-1	12	-4	-2	-2	14
C/C(=N\NC(=O)CSc1nc(C)cc(C)n1)c1ccc2c(c1)OCCO2	-8	i	0.1	6	-1	-4	-5	0	12
CCN(CC)C(=O)C1=C(C)N(Cc2ccc(OC)cc2)C(=O)C(CC(=O)NCc2cccs2)C1 (configuration not stated)	0	i	-1.2	6	-6	-1	-1	-1	4
COc1ccc(N2CCN(C(CNC(=O)C(=O)NCc3cccs3)c3ccco3)CC2)cc1 (configuration not stated)	1	i	0.7	4	-1	-5	-2	-3	0
Cc1ccc(NC(=O)C2CCN(S(=O)(=O)c3ccc4ccccc4c3)CC2)nc1	-5	i	-0.9	4	18	-8	-2	0	9
OCC1(Cc2cccc(C(F)(F)F)c2)CCN(Cc2cc(F)cc(F)c2)CC1	-1	i	0.5	1	31	2	-3	0	-2
CNC(=O)c1cc(S(=O)(=O)N2CC(C)OC(C)C2)ccc1N1CCCCC1 (configuration not stated)	3	i	0.2	4	-4	-10	-6	3	-15
COc1ccc(CC(N)c2csc(NC(=O)c3cc(C(C)(C)C)oc3C)n2)cc1 (configuration not stated)	-1	i	-2.3	-10	-60	1	2	0	-2
Cc1ccc(C(=O)CC(=O)c2ccc(C(C)(C)C)cc2)cc1	1	i	0.4	5	27	-2	-11	0	8
Cc1cc(=O)c(C(=O)Nc2ccc(N3CCOCC3)cc2N2CCOCC2)nn1-c1ccccc1Cl	-1	i	1.9	2	-4	-19	-4	-2	-13
COc1cc(-c2cc(=O)c3c(O)c(OC)c(OC)cc3o2)cc(OC)c1O	-1	i	3.4	31*	-1	-2	-1	1	10
CC(C)CN(C(=O)COC(=O)COc1ccc2ccccc2c1)c1c(N)n(Cc2ccccc2)c(=O)[nH]c1=O	-2	i	-1.2	1	-6	-7	-3	-3	1
O=C(NCc1ccccc1CN1CCCC1)C1CCN(C(=O)c2ccc(F)cc2)CC1	-3	i	-0.4	-1	-7	-5	-1	1	0
O=C(CCN1C(=O)/C(=C/c2cccs2)SC1=S)Nc1ccccc1O	13	i	-0.3	-2	-2	-18	-7	1	-30
COC(=O)c1ccc(CC(=O)c2c(C)cc(O)cc2O)o1	10	i	0.9	-10	1	4	-4	0	1
Nc1ccc(Cl)cc1C(=O)c1ccc[nH]1	-2	i	3.2	-1	-3	-7	-4	0	-1
Cc1sc2nc(SCC(=O)Nc3cccc(S(N)(=O)=O)c3)[nH]c(=O)c2c1C	5	i	0.1	2	-4	-13	0	2	-8
NS(=O)(=O)c1ccc(CCNC(=O)CNC(=O)c2ccc(F)cc2)cc1	-1	i	0.4	1	-2	-2	-1	1	15
Cc1ccc(N2C(=O)C3C4C=CC(CC4)C3C2=O)c([N+](=O)[O-])c1 (configuration not stated)	3	i	-1.1	0	-6	-4	0	4	-8
OCC1(CO)COC(c2ccccc2)=N1	0	i	-1.1	3	-17	-7	-14	3	-2
CC(=O)N1CCc2cc(S(=O)(=O)NCCC(=O)Nc3cc(C)cc(C)c3)ccc21	0	i	-1.1	5	-1	-6	-4	0	-8
NC(=O)c1c(NC(=O)c2ccccc2C(=O)O)sc2c1CCCC2	4	i	1.2	-1	-6	-6	-4	-2	7
COc1cc(C2Nc3ccccc3C(=O)N2NS(C)(=O)=O)c([N+](=O)[O-])cc1OC (configuration not stated)	1	i	-0.1	1	1	-10	0	4	-6
CC1(C(=O)Nc2ccc(F)cc2F)CCN1C(=O)Cc1ccc(Cl)cc1Cl (configuration not stated)	-3	i	-1.1	2	15	2	-2	0	10
O=C(CCCN1C(=O)c2cccnc2C1=O)Nc1ccccc1F	-1	i	0.5	8	-3	0	-3	-5	3
Cn1c(Cn2c(=O)sc3ccccc32)nnc1SCC(=O)N1CCCC1	-7	i	-0.1	5	-6	2	-8	1	1
Cc1cc(NC(=O)CCC(=O)N(c2ccccc2)C(C)C(=O)NC2CCCC2)no1 (configuration not stated)	0	i	0.4	-2	-9	-2	2	0	1
O=C(CN1C(=O)S/C(=C/c2cccs2)C1=O)N1CCCC1	5	i	2.5	-2	-3	-6	-5	-1	16
C/C(=N/Nc1nc(C)cc(-c2ccccc2)n1)c1ccco1	9	i	3.2	3	-2	-7	-1	-1	0
O=C1OCc2cc(NC(=O)C3CCCCC3)ccc21	-2	i	0.0	1	-2	-4	-4	-5	-6
COc1ccc(C(=O)CCS(=O)(=O)c2ccc(C)cc2)cc1OC	-2	i	-0.5	-1	0	-20	-6	1	23
Cc1nc2ncnn2c(N2CCN(c3cccc(C(F)(F)F)c3)CC2)c1C	-6	i	1.0	-8	18	3	0	-2	-13
O=C(Nc1c2c(nn1-c1ccccc1)CS(=O)(=O)C2)c1ccccc1Br	-5	i	0.8	-3	-5	-7	-2	-1	18
O=C(N/N=C/c1ccc(N2CCOCC2)o1)c1cccc(F)c1	-3	i	1.6	4	-2	1	-1	-1	24
Cc1cccc(N2CCN(C(c3ccc(N(C)C)cc3)c3nnnn3C(C)(C)C)CC2)c1C (configuration not stated)	1	i	-0.9	-11	23	-7	-6	-2	4
Cc1ccc(S(=O)(=O)N(C)CC(=O)OCC(=O)NCCc2ccc(S(N)(=O)=O)cc2)cc1	-4	i	0.6	4	-4	-3	0	-2	-16
Cc1cc(C)c(S(=O)(=O)N2CCCC(C(=O)N3CCOCC3)C2)c(C)c1 (configuration not stated)	3	i	-0.1	-1	-6	-2	0	11*	1
COc1ccc(/C=C/C(=O)NC2CCCCCC2)cc1S(=O)(=O)N1CCOCC1	2	i	-0.9	-4	-5	1	-5	1	-14
CCOC(=O)C1=C(COC(=O)Cc2ccccc2F)NC(=O)NC1C (configuration not stated)	-2	i	-0.2	3	-6	-3	-1	3	-14
COC(=O)c1ccc(C(=O)NC(=S)Nc2nc3c(s2)CC(C)CC3)cc1 (configuration not stated)	-14	i	0.0	7	-8	-4	-3	1	31
CCC(CC)COC(=O)C1=C(C)NC(=O)NC1c1cccc([N+](=O)[O-])c1 (configuration not stated)	-5	i	-0.6	-3	48	-2	1	2	3
COc1ccc(S(=O)(=O)N2CCN(C(C)C(=O)Nc3ccc(C(C)C)cc3)CC2)cc1 (configuration not stated)	2	i	0.8	-4	27	1	-3	0	-10
c1cnc(N2CCN(c3ccc4ccccc4n3)CC2)nc1	6	i	1.3	0	7	-3	-3	2	-8
O=C(CNS(=O)(=O)c1ccc2c(c1)OCCCO2)N1CCN(Cc2ccccc2)CC1	-3	i	0.3	0	-2	-3	3	2	36
CCc1ccc(OCC(=O)NC(=S)Nc2ccc(Br)c(C)n2)cc1	0	i	0.5	0	-4	-13	-6	2	-46
C/C(=C\C(=O)c1ccc(Br)cc1)NNC(=O)c1ccccc1	6	i	0.7	6	10	-2	-2	-5	-20
O=C(Nc1nc2ccccc2n1CCN1CCOCC1)c1ccc(Cn2cc([N+](=O)[O-])cn2)o1	2	i	3.5	2	0	-6	-5	-3	-3
Cc1ccc(-c2cc(C(=O)Nc3cc(C)on3)c3ccccc3n2)c(C)c1	4	i	0.4	-5	16	-10	-1	-1	-10
COCc1cc(C)n(CC(=O)N/N=C/c2ccc(-c3ccc(Cl)c(C(=O)O)c3)o2)c(=O)c1C#N	2	i	9.1*	-5	-8	-14	-6	-1	8
COc1ccc(-c2cc3nc(NCCNC(C)=O)n(C)c(=O)c3s2)c(C)c1	-1	i	-0.9	3	-4	-17	1	-10	8
Cc1ccc(NC(=O)C(C)OC(=O)COc2cccc(C(F)(F)F)c2)cc1 (configuration not stated)	-7	i	-1.0	3	3	-4	0	0	-3
CCOC(=O)N1CCN(C(=O)c2ccc3c(=O)n(CCOC)c(=O)[nH]c3c2)CC1	1	i	2.0	1	-8	-14	-4	2	-4
COc1cccc(/C=C2\N=C(c3c(-c4ccccc4)noc3C)OC2=O)c1	2	i	-0.3	6	-5	-9	-5	-1	2
Carrying on:
SMILES	CSN inh	Rpn11 block	MsrA inh	MT1-MMP act inh	FAS-TE inh	E coli Lon inh	bovine MsrA act	Rin1-Abl PPI inh	PABP1 MLLE inh
O=C(C1=NN[C@@H]2C(=O)N(c3ccccc3C(F)(F)F)C(=O)[C@H]12)c1cnccn1	6	i	2.8	-1	-4	0	6	1	13
Cc1cc(SCC(=O)Nc2ccccc2)nc(C)n1	0	i	1.9	0	-4	-2	-2	0	-3
O=C(Nc1cccc(NC(=O)C2CCCO2)c1)C1CCCO1 (configuration not stated)	2	i	-0.6	1	-7	-1	-6	1	8
CC(=O)N1CCN(c2ccc(NC(=O)c3ccccc3)cc2)CC1	3	i	1.2	1	-2	-4	-3	1	10
CCOC(=O)C[C@H]1c2ccccc2S(=O)(=O)N1C1CC1	-2	i	-0.8	4	-10	2	-2	3	2
O=[N+]([O-])c1ccc(O)c(/C=N/Nc2ncnc3c2cnn3-c2ccccc2)c1	0	i	0.4	-1	56*	15	-6	1	-2
CC(C)CCNc1nc2c(c(=O)n(Cc3cccc(F)c3)c(=O)n2C)n1C	2	i	1.1	9	13	-4	-2	2	3
Cc1ccc(N/N=C2\CCS(=O)(=O)c3sccc32)cc1	0	i	1.5	-1	11	-8	-6	-1	34
CN1CCN(C(=S)c2cn(Cc3ccccc3)c3ccccc23)CC1	-1	i	0.6	-1	-2	-4	-5	-1	0
O=C(CN1CCN(Cc2ccccc2)CC1)N/N=C/c1ccccc1F	97	i	0.2	7	-9	0	2	-2	2

Whole records as entered above.
CCOC(=O)C[C@H]1c2ccccc2S(=O)(=O)N1C1CC1 is listed with CSN inh = -2; Rpn11 block = i; MsrA inh = -0.8; MT1-MMP act inh = 4; FAS-TE inh = -10; E coli Lon inh = 2; bovine MsrA act = -2; Rin1-Abl PPI inh = 3; PABP1 MLLE inh = 2
Cc1ccc(N/N=C2\CCS(=O)(=O)c3sccc32)cc1 is listed with CSN inh = 0; Rpn11 block = i; MsrA inh = 1.5; MT1-MMP act inh = -1; FAS-TE inh = 11; E coli Lon inh = -8; bovine MsrA act = -6; Rin1-Abl PPI inh = -1; PABP1 MLLE inh = 34

Source: PubChem
